Bioassay records (PubChem BioAssay)
EPAC1 antag: antagonists of human EPAC1; O95398; EPAC1 GEF assay, Rap1b-BODIPY-GDP exchange fluorescence; Potency, µM (doses to about 115 µM), for inactives: at the highest dose activity change, negative = inhibition, hits mostly inhibitors; 360,000 compounds, 0.14% hits; AID 720709;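 note: potency is the fitted concentration of half-maximal effect; plate controls were vehicle for no effect and positive control for full effect; nearly all actives have a fitted effect of over 50% in size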
PI5P4K alpha inh: PI5P4K alpha (human) kinase inhibition; PI5P4Kalpha enzyme, ADP-Glo luminescence, 60 min; hits give low values; max response, %; 330,000 compounds, 1.2% hits; AID 652105; active = max response of -50% or lower; inconclusive = between -30% and -50%; inactive = -30% or higher; note: value at the top dose of about 77 µM; % is set by controls: 0 for no effect and ±100 for the full control effect
Target sequence (P48426 whole entry, looked up): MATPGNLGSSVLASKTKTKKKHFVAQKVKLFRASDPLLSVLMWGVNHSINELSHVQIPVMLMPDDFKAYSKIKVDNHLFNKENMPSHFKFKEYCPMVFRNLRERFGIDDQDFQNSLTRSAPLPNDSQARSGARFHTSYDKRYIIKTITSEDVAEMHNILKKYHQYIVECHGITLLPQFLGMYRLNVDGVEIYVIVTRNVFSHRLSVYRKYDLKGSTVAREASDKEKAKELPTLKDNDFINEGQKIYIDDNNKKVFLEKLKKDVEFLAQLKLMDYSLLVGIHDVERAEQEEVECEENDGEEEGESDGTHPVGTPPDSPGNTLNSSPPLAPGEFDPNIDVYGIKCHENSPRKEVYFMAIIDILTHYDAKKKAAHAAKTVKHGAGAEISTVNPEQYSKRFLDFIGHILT
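PI5P4Kalpha ADP-Glo assay; 5 microM ATP final; 60 min RT reaction; HEPES pH 7.4/EGTA/CHAPS, 5% DMSO; controls lacking substrate or enzyme; luminescent end-point.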
EPAC2 antagonist: EPAC2 (human) antagonism. Q8WZA2. EPAC2 GEF exchange of Rap1B-BODIPY-GDP, fluorescence. Potency, µM (top dose mostly 114 µM), inactives show at the highest dose activity, negative = inhibition, usual class: inhibitors. 360,000 compounds, 0.18% hits. AID 720708; note: potency is the fitted concentration of half-maximal effect; % is set by controls: 0 for no effect and ±100 for the full control effect; nearly all actives have a fitted effect of over 45% in size; many of its hits are not listed in these tables
PLK1 PBD block: blocks phosphopeptide binding to human PLK1 polo-box domain; P53350; Plk1 PBD binding of FITC phosphopeptide, fluorescence polarization; Potency, µM, for inactives: max response, negative = inhibition, actives largely listed as inhibitors; 360,000 compounds, 2.8% hits; note: potency is the fitted concentration of half-maximal effect; series mostly up to about 57 µM; % is set by controls: 0 for no effect and ±100 for the full control effect; nearly all actives have a fitted effect of over 65% in size
Target sequence (P53350 whole entry, looked up, the tested form may be a part): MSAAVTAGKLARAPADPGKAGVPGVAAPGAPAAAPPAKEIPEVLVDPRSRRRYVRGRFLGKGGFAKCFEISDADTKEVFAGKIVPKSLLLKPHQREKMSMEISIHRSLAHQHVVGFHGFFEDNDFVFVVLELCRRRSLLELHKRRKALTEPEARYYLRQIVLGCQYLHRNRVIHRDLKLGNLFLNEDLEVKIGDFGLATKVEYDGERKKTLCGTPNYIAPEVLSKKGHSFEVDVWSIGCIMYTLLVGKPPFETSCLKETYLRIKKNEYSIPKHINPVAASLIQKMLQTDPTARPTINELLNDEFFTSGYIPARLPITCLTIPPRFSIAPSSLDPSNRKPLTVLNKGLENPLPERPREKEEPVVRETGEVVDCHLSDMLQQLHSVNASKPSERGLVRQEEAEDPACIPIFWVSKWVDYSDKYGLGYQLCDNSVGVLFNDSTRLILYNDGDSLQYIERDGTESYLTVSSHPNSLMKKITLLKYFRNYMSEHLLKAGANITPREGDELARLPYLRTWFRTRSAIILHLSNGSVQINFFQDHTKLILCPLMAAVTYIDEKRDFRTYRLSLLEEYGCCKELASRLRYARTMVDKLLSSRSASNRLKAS
WRN helicase inh: WRN helicase (human) inhibition; Q14191; WRN helicase unwinding, fluorescent forked duplex, kinetic; Potency, µM (doses to about 114 µM), inactives show top-dose activity change, negative = inhibition, actives largely listed as inhibitors; 360,000 compounds, 0.46% hits; note: potency is the fitted concentration of half-maximal effect; % is set by controls: 0 for no effect and ±100 for the full control effect; nearly all actives have a fitted effect of over 55% in size
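Fluorescence dequenching readout, ex 525 nm/em 598 nm, kinetic mode: forked duplex DNA (100 nM final) with adjacent fluorophore and quencher unwound by WRN (20 nM final) with 2 mM ATP. Compound preincubation 15 min, room temperature.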
EPAC1 ag: agonists of human EPAC1; EPAC1 agonist qHTS, biochemical assay; response scale: 100% = response to 6.5 mM cAMP; Potency, µM (top dose mostly 154 µM), inactives show at the highest dose activation, hits mostly activators; 360,000 compounds, 0.073% hits; AID 720707; note: potency is the fitted concentration of half-maximal effect; nearly all actives have a fitted effect of over 60% in size
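Nucleotide exchange assay: 100 nM EPAC1 with 250 nM Rap1B loaded with BODIPY-GDP and 50 uM GDP, room temperature. Fluorescence (480/540 nm) read every 5 min for 30 min; signal change normalized to 6.5 mM cAMP as full agonist.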
Mm-Cpn inhibitor: inhibitors of Methanococcus maripaludis chaperonin (MmCpn); purified Mm-Cpn ATPase, ADP Transcreener TR-FRET; Potency, µM (highest dose often 76.9 µM), for the others: at the highest dose activity, negative = inhibition, usual class: inhibitors; 330,000 compounds, 0.031% hits; AID 504842; note: potency is the fitted concentration of half-maximal effect; % is set by controls: 0 for no effect and ±100 for the full control effect; nearly all actives have a fitted effect of over 80% in size
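Compound-treated chaperonin, 25 nM final, turns over 10 uM ATP at 37°C for 30 min following a 10 min preincubation; ADP generated competes with ADP-d2 for Eu-cryptate antibody, lowering FRET.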
CCT chaperon mod: cytosolic chaperonin activity modulation; purified chaperonin ATPase assay, HTRF ADP detection, 30 min; activity change, % (no concentration beside the values), hits read low; 360,000 compounds, 0.3% hits; in the data active = activity change below about -30%; note: % is set by controls: 0 for no effect and ±100 for the full control effect
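ATPase activity: ADP formed was measured by HTRF Transcreener (665/615 nm ratio) after 30 min at 37 deg C with 10 uM ATP. Compounds screened at one 76 uM concentration against 40 or 20 nM TRiC in Tris pH 7.4/KCl/MgCl2/DTT buffer.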
* = called active by the depositor; [ ] = another dose, or the depositor's remark. Unless noted, calls come from the whole dose curve; as a rule, active = well fitted curve in the direction sought with a large enough effect; inconclusive = small, poorly fitted or top-dose-only effect, or another doubt; inactive = no such curve, though single readings can be large; an effect the other way counts as inactive or inconclusive. Some of the compounds tested; the hit share may differ from the screen's.

For CC(=O)NS(=O)(=O)c1ccc(NS(=O)(=O)c2ccc(F)cc2)cc1 the results were EPAC1 antag 5%, PI5P4K alpha inh 7, EPAC2 antagonist 0%, PLK1 PBD block -6%, WRN helicase inh 8%, EPAC1 ag 6%, Mm-Cpn inhibitor 0% and CCT chaperon mod -4.0.
For CCOc1cc(C2NN=C(c3ccc(C)cc3)S2)ccc1O (stereo not drawn) the results were EPAC1 antag 1%, PI5P4K alpha inh -5, EPAC2 antagonist -3%, PLK1 PBD block inconclusive, WRN helicase inh -22%, EPAC1 ag 9%, Mm-Cpn inhibitor -3% and CCT chaperon mod 0.8.
For Cn1nc(C(=O)NCc2cccc(Cl)c2)c2c1-c1ccccc1S(=O)(=O)C2 the results were EPAC1 antag -7%, PI5P4K alpha inh -3, EPAC2 antagonist 2%, PLK1 PBD block -2%, WRN helicase inh 2%, EPAC1 ag -1%, Mm-Cpn inhibitor -4% and CCT chaperon mod -0.1.
Screening O=C(/C=C/c1ccc(Cl)cc1)OCC(=O)c1ccc[nH]1 returned EPAC1 antag -10%, PI5P4K alpha inh -9, EPAC2 antagonist 7%, PLK1 PBD block 2%, WRN helicase inh -10%, EPAC1 ag 10%, Mm-Cpn inhibitor -3% and CCT chaperon mod 1.4.
For CCOc1ccc(/C=C2\SC(=S)N(CCCC(=O)NCCCN3CCOCC3)C2=O)cc1 the results were EPAC1 antag 0%, PI5P4K alpha inh -3, EPAC2 antagonist 1%, PLK1 PBD block -8%, WRN helicase inh 6%, EPAC1 ag 1%, Mm-Cpn inhibitor 0% and CCT chaperon mod -38*.
For CC1=CC(=C(C#N)C#N)C=C(C)N1Cc1ccccc1 the results were EPAC1 antag -21%, PI5P4K alpha inh 0, EPAC2 antagonist -8%, PLK1 PBD block -4%, WRN helicase inh 8%, EPAC1 ag -11%, Mm-Cpn inhibitor -1% and CCT chaperon mod -1.2.
Screening CCCCOc1ccc(Cc2c(COCC)[nH]c(=S)[nH]c2=O)cc1 returned EPAC1 antag 15%, PI5P4K alpha inh 5, EPAC2 antagonist -18%, PLK1 PBD block -29%, WRN helicase inh 8%[57.1 µM], EPAC1 ag -12%, Mm-Cpn inhibitor -10% and CCT chaperon mod -1.0.
O=S(=O)(NCCCCNS(=O)(=O)c1ccc(F)cc1)c1ccc(F)cc1 was read as EPAC1 antag 2%, PI5P4K alpha inh 0, EPAC2 antagonist 0%, PLK1 PBD block 0%, WRN helicase inh -2%, EPAC1 ag -4% and CCT chaperon mod 0.2.
`O=C1CCC(=O)N1Cc1c(Cl)cccc1Cl` gave EPAC1 antag 14%, PI5P4K alpha inh 1, EPAC2 antagonist 0%, PLK1 PBD block -2%, WRN helicase inh 6%, EPAC1 ag 15%, Mm-Cpn inhibitor 1% and CCT chaperon mod -22.
For CCN(Cc1cc(=O)[nH]c2ccccc12)C(=O)C(C)C the results were EPAC1 antag 12%, PI5P4K alpha inh 2, EPAC2 antagonist 2%, PLK1 PBD block -6%, WRN helicase inh -9%, EPAC1 ag 9%, Mm-Cpn inhibitor -1% and CCT chaperon mod -2.1.
`O=C(NCCO)C(=O)NCC1OCCCN1S(=O)(=O)c1cccs1` (stereo not drawn) gave EPAC1 antag 9%, PI5P4K alpha inh 0, EPAC2 antagonist 6%, PLK1 PBD block 1%, WRN helicase inh 4%, EPAC1 ag -1%, Mm-Cpn inhibitor -1% and CCT chaperon mod 1.7.
For Cn1ccnc1SC(=O)N1c2ccccc2Sc2ccccc21 the results were EPAC1 antag 4%, EPAC2 antagonist -5%, PLK1 PBD block -4%, WRN helicase inh -6%, EPAC1 ag 3%, Mm-Cpn inhibitor -2% and CCT chaperon mod -6.3.
Screening C[C@H](CO)N1C[C@H](C)[C@@H](CN(C)Cc2ccc3cccnc3c2)OCc2cnnn2CCCC1=O returned EPAC1 antag 3%, PI5P4K alpha inh 0, EPAC2 antagonist 7%, PLK1 PBD block -19%, WRN helicase inh 9%, EPAC1 ag -4% and CCT chaperon mod 0.1.
For NS(=O)(=O)c1ccc(CCNc2ncnc3c2c(-c2ccccc2)cn3-c2ccc(F)cc2)cc1 the results were EPAC1 antag -19%, PI5P4K alpha inh 2, EPAC2 antagonist -7%, PLK1 PBD block 3%, WRN helicase inh -14%, EPAC1 ag 15%, Mm-Cpn inhibitor -4% and CCT chaperon mod 0.8.
For Cc1nc2cc(C(=O)OCC(=O)Nc3cccc(Cl)c3)ccc2n1-c1ccccc1 the results were EPAC1 antag -14%, PI5P4K alpha inh 2, EPAC2 antagonist -4%, PLK1 PBD block -9%, WRN helicase inh -22%, EPAC1 ag -3%, Mm-Cpn inhibitor -1% and CCT chaperon mod -0.2.
`Cc1cccc(NCC(=O)N/N=C/c2cccc(Br)c2)c1` gave EPAC1 antag -16%, PI5P4K alpha inh 2, EPAC2 antagonist 2%, PLK1 PBD block -2%, WRN helicase inh 4%, EPAC1 ag -5%, Mm-Cpn inhibitor 1% and CCT chaperon mod -0.1.
Screening O=C(O)c1ccc(SCc2cnc(Cl)s2)cc1 returned EPAC1 antag -7%, PI5P4K alpha inh -27, EPAC2 antagonist -7%, PLK1 PBD block inconclusive, WRN helicase inh 6%, EPAC1 ag 0%, Mm-Cpn inhibitor -2% and CCT chaperon mod -1.5.
For Cc1ccccc1OCC(=O)NNC(=O)C1CCN(c2ncnc3sc(C)c(C)c23)CC1 the results were EPAC1 antag -1%, PI5P4K alpha inh -3, EPAC2 antagonist 9%, PLK1 PBD block -3%, WRN helicase inh 11%, EPAC1 ag 4%, Mm-Cpn inhibitor -4% and CCT chaperon mod -2.1.
Screening O=C(Cc1cc(=O)oc2cc(O)ccc12)NCC1CCC(C(=O)O)CC1 (stereo not drawn) returned EPAC1 antag 2%, PI5P4K alpha inh -6, EPAC2 antagonist 2%, PLK1 PBD block -15%, WRN helicase inh -1%, EPAC1 ag -2%, Mm-Cpn inhibitor inconclusive and CCT chaperon mod 0.5.
Screening O=C(O)c1ccc2c(c1)C(=O)N(c1cc([N+](=O)[O-])ccn1)C2=O returned EPAC1 antag -3%, PI5P4K alpha inh 0, EPAC2 antagonist 9%, PLK1 PBD block -8%, WRN helicase inh -1%, EPAC1 ag -7%, Mm-Cpn inhibitor 2% and CCT chaperon mod 0.5.
Screening CCCS(=O)(=O)N1CCN(CC2CC3C=CC2C3)CC1 (stereo not drawn) returned EPAC1 antag 8%, PI5P4K alpha inh 1, EPAC2 antagonist 11%, PLK1 PBD block -16%, WRN helicase inh -3%, EPAC1 ag 1%, Mm-Cpn inhibitor 1% and CCT chaperon mod -1.8.
For CC(C)C[C@@H]1Cc2[nH][nH]c(=O)c2[C@H](C)O1 the results were EPAC1 antag -14%, PI5P4K alpha inh 8, EPAC2 antagonist 2%, PLK1 PBD block -1%, WRN helicase inh -3%, EPAC1 ag 5% and CCT chaperon mod -0.6.
Screening C[C@H](CO)N1C[C@H](C)[C@@H](CN(C)C(=O)Nc2ccc(C(F)(F)F)cc2)Oc2c(NS(=O)(=O)c3ccc(F)cc3)cccc2C1=O returned EPAC1 antag -14%, PI5P4K alpha inh 3, EPAC2 antagonist -28%, PLK1 PBD block -9%, WRN helicase inh 3%, EPAC1 ag -2%, Mm-Cpn inhibitor 0% and CCT chaperon mod -0.8.
For O=C(O)c1ccc([N+](=O)[O-])cc1-c1cc([N+](=O)[O-])ccc1C(=O)O the results were EPAC1 antag -4%, PI5P4K alpha inh -1, EPAC2 antagonist -6%, PLK1 PBD block -3%, WRN helicase inh -13%, EPAC1 ag 6% and CCT chaperon mod 1.9.
`O=C(NC(=S)Nc1ccc2c(c1)OCCO2)c1ccccc1F` gave EPAC1 antag 5%, PI5P4K alpha inh 4, EPAC2 antagonist -5%, PLK1 PBD block -2%, WRN helicase inh 0%, EPAC1 ag 4%, Mm-Cpn inhibitor -2%[15.4 µM] and CCT chaperon mod 1.5.
COc1cccc(NC(=O)c2cnc(SCC(=O)NCc3ccc4c(c3)OCO4)n(C)c2=O)c1 was read as EPAC1 antag -6%, PI5P4K alpha inh -1, EPAC2 antagonist 11%, PLK1 PBD block -3%, WRN helicase inh -1%, EPAC1 ag -3%, Mm-Cpn inhibitor -2% and CCT chaperon mod 0.3.
`Cc1nc(NCc2ccco2)[nH]c(=O)c1CCC(C)C` gave EPAC1 antag -6%, EPAC2 antagonist -2%, PLK1 PBD block 2%, WRN helicase inh -13%, EPAC1 ag -18%, Mm-Cpn inhibitor 1% and CCT chaperon mod -1.0.
For Nc1cc(Cl)ccc1Nc1ccncc1 the results were EPAC1 antag 0%, PI5P4K alpha inh 2, EPAC2 antagonist -6%, PLK1 PBD block -5%, WRN helicase inh -1%, EPAC1 ag 21%, Mm-Cpn inhibitor 1% and CCT chaperon mod 0.2.
Screening O=C(Cc1nc2ccccc2[nH]c1=O)c1ccccc1 returned EPAC1 antag 3%, PI5P4K alpha inh -5, EPAC2 antagonist 32%[activator], PLK1 PBD block -15%, WRN helicase inh -15%, EPAC1 ag 1%, Mm-Cpn inhibitor -3% and CCT chaperon mod -1.3.
`COc1ccccc1NC(=O)c1ccc2c(=O)n3c(nc2c1)CCC3` gave EPAC1 antag -6%, PI5P4K alpha inh -6, EPAC2 antagonist 3%, PLK1 PBD block -5%, WRN helicase inh -11%, EPAC1 ag -8%, Mm-Cpn inhibitor 0% and CCT chaperon mod -12.
Screening CCc1nc2ccc(C(=O)N3CCCCC3)cn2c1N(C)CCCc1ccccc1 returned EPAC1 antag -12%, PI5P4K alpha inh -11, EPAC2 antagonist -19%, PLK1 PBD block -5%, WRN helicase inh -5%, EPAC1 ag -1% and CCT chaperon mod 1.1.
CC(OC(=O)c1ccc2ccccc2n1)C(=O)Nc1ccc(N2CCOCC2)cc1 (stereo not drawn) was read as EPAC1 antag 1%, PI5P4K alpha inh -1, EPAC2 antagonist 2%, PLK1 PBD block -24%, WRN helicase inh 0%, EPAC1 ag -5%, Mm-Cpn inhibitor -2% and CCT chaperon mod -0.1.
For CCOC(=O)c1ccc(C(=S)N2CCCC2)cc1 the results were EPAC1 antag -22%, PI5P4K alpha inh -30, EPAC2 antagonist -4%, PLK1 PBD block 7.5µM*, WRN helicase inh -20%, EPAC1 ag -2%, Mm-Cpn inhibitor 2% and CCT chaperon mod -0.8.
